Screening results from PubChem BioAssay.
G6PDH counter: L. mesenteroides G6PDH inhibition counter-screen; Purified L. mesenteroides G6PDH, diaphorase/resazurin coupled fluorescence, 45 min; 0.12% of 200,000 active; inhibition, % at 5 µM; in the data active = inhibition above about 50%
FLuc stim CS: firefly luciferase counter-screen for stimulation assays | P08659 | ATPlite luciferase biochemical, luminescence, 10 min; 0 = ATP-free wells, 1 = DMSO control | activation factor at 10 µM | 200,000 tested, under 10 active | AID 1027;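 active = luciferase activation factor, scaled between plate controls, of at least 2 with compound at 10 µM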
Target sequence (P08659 whole entry, looked up): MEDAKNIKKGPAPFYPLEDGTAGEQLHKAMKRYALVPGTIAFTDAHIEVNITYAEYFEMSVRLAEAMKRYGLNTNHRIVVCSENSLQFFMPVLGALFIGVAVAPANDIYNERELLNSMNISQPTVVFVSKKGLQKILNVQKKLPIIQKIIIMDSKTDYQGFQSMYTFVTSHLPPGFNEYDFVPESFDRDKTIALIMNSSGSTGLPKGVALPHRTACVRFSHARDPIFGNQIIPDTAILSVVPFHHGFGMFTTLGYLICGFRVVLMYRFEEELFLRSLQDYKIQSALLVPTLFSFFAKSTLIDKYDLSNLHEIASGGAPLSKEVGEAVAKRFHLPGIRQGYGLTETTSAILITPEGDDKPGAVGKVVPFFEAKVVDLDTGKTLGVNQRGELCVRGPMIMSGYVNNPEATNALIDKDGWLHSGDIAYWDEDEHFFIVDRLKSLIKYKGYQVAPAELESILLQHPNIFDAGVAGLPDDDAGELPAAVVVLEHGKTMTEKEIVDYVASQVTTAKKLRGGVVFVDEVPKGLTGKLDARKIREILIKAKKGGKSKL
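Assay system: Luciferase/luciferin reagent mix; Medium: PBS as buffer for the ATP substrate; Dosing: test compounds dosed from 2 mM stocks in 100% DMSO; Times: 10 min, room temperature; Signal: luminescence from luciferase reaction; Read-out: luciferase activation; Controls: No-ATP low control, compound-free enzyme-plus-ATP high control.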
HMGR II inh: E. faecalis class II HMG-CoA reductase inhibition | purified E. faecalis HMGR, NADPH absorbance 340 nm kinetic | inhibition, % at 10 µM | 0.41% of 190,000 active | AID 1066;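 active = inhibition above a set limit, the median over all tested compounds plus 3 SD, cut at about 9.5% in these data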;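 note: enzyme runs in reverse so mevalonate oxidation gives rising NADPH absorbance; 0% = complete reaction with DMSO and 100% = background rate lacking mevalonate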
FLuc inhib CS: Photinus pyralis luciferase inhibition counter-screen. AID 1006. ATPLite firefly luciferase biochemical luminescence, 10 min. 1.5% of 200,000 active. inhibition, % at 10 µM;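 active = inhibition above about 50% when tested at 10 µM, limit read from the data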
NF-kB expr up: raises NF-kB expression in human neuronal cells; NF-kB reporter expression; active compounds read high; 1.6% of 190,000 active; fold change at 12.5 µM; AID 1239; in the data active = fold change above about 3.3
APP 5'UTR act: APP 5'UTR luciferase reporter activation. SH-SY5Y APP 5'UTR luciferase reporter, luminescence; zero percent = DMSO vehicle wells. activation, % at 2 µM. 1% of 190,000 active. AID 1276;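 active = activation above a set limit, based on mean plus 3 SD of controls, cut at about 140% in these data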; note: values of inactives mirror those of a sister screen read the other way
DTT redox prof: compounds producing H2O2 with reducing agent – biochemical, NIH compound library profiling, artefact control for MLSCN library redox annotation, primary screen; AID 878; 0.03% of 200,000 active; DTT-dependent redox cycling H2O2, phenol red/HRP absorbance; 100% = 100 µM peroxide control, 0% = buffer; activation, % at 10 µM;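 active = activation of at least 50% relative to the plate's high and low controls in the primary single-dose screen; inactive = activation below 50%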;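 note: compound incubated with DTT at 0.8 mM final as the reducing agent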
Hsp70 act: switches on Hsp70 transcription; HeLa Hsp70 promoter luciferase reporter, luminescence; scaled: vehicle 0, proteasome-inhibitor control 100%; activation, % at 10 µM; AID 1203; 0.04% of 200,000 active;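 active = activation above the mean across all tested compounds plus 3 SD, cutoff set per campaign, cut at about 5.5% in these data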;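 note: 100% = MG132 at 30 µM as the positive control and 0% = DMSO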
APP transl inh: APP translation inhibition; SH-SY5Y APP 5'UTR-luciferase reporter, luminescence; inhibition, % at 2 µM; 0.82% of 190,000 active;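 active = inhibition above a set limit, derived from the sample mean plus 3 SD, cut at about 45% in these data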; note: values of inactives mirror those of a sister screen read the other way
STAT1 activator: activators of IFN-gamma induced STAT1 signaling | AID 932 | NIH 3T3 STAT1-luciferase reporter, luminescence; 100% = IFN-gamma alone, no compound | activation (% of control), % at 5.5 µM | 2.6% of 200,000 active;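 active = activation above the screen-wide mean activation plus 3 SD, cut at about 130% in these data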;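 note: raw ratio to IFN-gamma control signal so 100% means no change and 0% no light; values of inactives mirror those of a sister screen read the other way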
* = called active by the depositor; . = no result given.

SMILES	G6PDH counter	FLuc stim CS	HMGR II inh	FLuc inhib CS	NF-kB expr up	APP 5'UTR act	DTT redox prof	Hsp70 act	APP transl inh	STAT1 activator
O=S(=O)(c1cccs1)n1cnc2ccccc21	4	1	-1	-1	1	-2	-0.2	0.0	2	98
O=C(Cc1ccccc1[N+](=O)[O-])Nc1ccccc1C(=O)N1CCOCC1	7	1	0	-4	1.4	14	-1.2	-0.1	-14	94
O=C(OCc1c(Cl)cccc1Cl)c1ccccn1	6	1.1	4	-6	1	-15	-1.1	-0.3	15	100
CC(C)CC(NC(=O)c1cccs1)c1nnc(SCc2ccc(Cl)c(Cl)c2)n1C (stereo unspecified)	-8	1	-5	-4	0.82	17	1.4	-0.5	-17	101
CSc1ccc(C(=O)C2CCCN(S(=O)(=O)N(C)C)C2)cc1 (stereo unspecified)	12	1	1	-2	1.2	-9	-1.4	-0.3	9	92
CCOC(=O)Cc1csc(SCC(=O)NC2CCCC(C)C2C)n1 (stereo unspecified)	11	1	-11	-1	0.86	9	0.2	-0.3	-9	96
Cc1ccc(C(=O)N2CCCCC2C(=O)O)o1 (stereo unspecified)	6	1.1	-5	-5	1.2	-27	-0.1	-0.1	27	116
CC(C)Cn1c(-c2ccccc2)nc(=S)c2c1CCCC2	5	1.1	-10	-12	1.2	14	-2.1	-0.2	-14	100
O=C(c1cccc(S(=O)(=O)N2CCOCC2)c1)N1CCCCCC1	3	1	1	-4	1	-9	-0.8	0.1	9	99
Cc1nc2ccc(NC(=O)COc3ccccc3)cc2s1	14	1	-3	-2	1.4	17	-0.3	-0.1	-17	107

Structural class, the compounds so far containing a carbonyl joined to an NH by a bond outside any ring.
SMILES	G6PDH counter	FLuc stim CS	HMGR II inh	FLuc inhib CS	NF-kB expr up	APP 5'UTR act	DTT redox prof	Hsp70 act	APP transl inh	STAT1 activator
O=C(Cc1ccccc1[N+](=O)[O-])Nc1ccccc1C(=O)N1CCOCC1	7	1	0	-4	1.4	14	-1.2	-0.1	-14	94
CC(C)CC(NC(=O)c1cccs1)c1nnc(SCc2ccc(Cl)c(Cl)c2)n1C (stereo unspecified)	-8	1	-5	-4	0.82	17	1.4	-0.5	-17	101
CCOC(=O)Cc1csc(SCC(=O)NC2CCCC(C)C2C)n1 (stereo unspecified)	11	1	-11	-1	0.86	9	0.2	-0.3	-9	96
Cc1nc2ccc(NC(=O)COc3ccccc3)cc2s1	14	1	-3	-2	1.4	17	-0.3	-0.1	-17	107

Next part:
SMILES	G6PDH counter	FLuc stim CS	HMGR II inh	FLuc inhib CS	NF-kB expr up	APP 5'UTR act	DTT redox prof	Hsp70 act	APP transl inh	STAT1 activator
O=C(c1ccc2c3c(cccc13)CC2)C1CCCN(C(=O)c2cc[n+]([O-])cc2)C1 (stereo unspecified)	18	1	-8	-2	1.1	17	-0.5	0.1	-17	101
CC(C)(C)c1ccc(-c2nnc3sc(-c4ccccn4)nn23)cc1	6	0.9	2	5	0.43	66	-0.9	-0.2	-66	112
Cc1cc(C)nc(Nc2ccc(C(=O)O)cc2)n1	8	1	-2	-5	1.7	19	-0.2	0.3	-19	122
COc1ccc(CCC(=O)Nc2cccc(Cl)c2)cc1	1	1	-1	-2	1.1	12	-0.1	-0.2	-12	94
C/C(=N\N=C1/NC(=O)C(C)S1)c1ccc([N+](=O)[O-])cc1 (stereo unspecified)	1	1.1	1	-5	1.1	-23	-0.1	-0.3	23	93
Cc1ccc(C(c2sc3ncnn3c2O)N2CC(C)CC(C)C2)cc1 (stereo unspecified)	0	1	0	-4	0.93	9	-0.3	-0.1	-9	101
CCn1ncc(/C=N/N=C2\CCC3C4CCc5cc(O)ccc5C4CCC23C)c1C (stereo unspecified)	-10	1.1	-2	-6	0.8	-5	0.0	0.0	5	90
CC(C)NC(=O)c1ccccc1N(Cc1ccccc1)S(C)(=O)=O	0	1	.	-4	1	-5	0.3	-0.4	5	99
CN(Cc1ccccc1)Cc1nc2c(c(=O)n(C)c(=O)n2C)n1Cc1ccc(F)cc1	-5	1.1	0	-7	0.71	-1	0.1	-0.3	1	89
Cc1ccc(-c2nnnn2C2C/C(=N\NC(N)=S)C3OCC2O3)cc1 (stereo unspecified)	4	1.1	-5	-8	1.2	4	0.1	0.4	-4	110
CC(C)(C)c1ccc(C(=O)NCC(=O)OCc2ccc([N+](=O)[O-])cc2)cc1	-16	1	5	-3	0.91	2	0.1	-0.3	-2	96
CCOC(=O)Cc1c(C)nc2c(-c3ccccc3)c[nH]n2c1=O	-7	1	0	-3	1	13	-2.9	-0.1	-13	98
CCOc1ccc(S(=O)(=O)Nc2nc3ccccc3nc2Nc2ccc(N3CCOCC3)cc2)cc1	-35	0.8	-6	16	0.96	22	0.7	-0.5	-22	102
CC(C)NC(=O)CN1CCN(C(=O)CCl)CC1	2	1	-1	-4	0.94	0	0.2	0.1	0	97
COc1cc(C2C(C#N)=C(N)Oc3c2ccc2ccccc32)ccc1OCC(=O)Nc1ccc(C)cc1 (stereo unspecified)	8	1.1	1	-5	0.81	18	0.2	-0.3	-18	95
O=C(c1cc(-c2ccco2)on1)N1CCOCC1	6	1	-2	-4	1.7	4	2.1	-0.2	-4	107
O=C(CCl)N(c1ccccc1)C1CCS(=O)(=O)C1 (stereo unspecified)	-9	1	-5	-3	0.86	2	0.5	-0.1	-2	100
COc1cccc(C=Nc2cc(C)on2)c1O	2	1.1	-2	-6	0.96	11	-0.8	0.2	-11	103
O=C(CSc1nnc(-c2cccs2)o1)OCc1ccccc1	14	1	-5	2	1.2	.	.	.	.	.
O=C(CCC1CCCCC1)NCc1ccccn1	11	1	-10	0	1.6	4	-0.1	-0.3	-4	99
C/C(=N\OCc1ccc(C#N)cc1)c1ccccc1	8	0.8	-8	16	2.6	94	-0.3	0.0	-94	142*
CCOC(=O)Cc1c(C)nc2c(-c3ccc(OC)cc3)c(C)nn2c1C	8	1	0	1	1.4	16	-1.8	0.2	-16	97
COc1cccc(C(=O)Nc2ccc3nc(N4CCOCC4)cc(C)c3c2)c1	-22	1	-5	-3	0.41	-7	-0.8	-0.2	7	86
C=CCc1ccccc1OCC(O)CN1CCN(c2ccccc2OC)CC1 (stereo unspecified)	15	1	.	-2	0.87	-5	0.6	-0.3	5	98
CC(C)COc1cccc(C(=O)Nc2ccc(S(=O)(=O)N3CCOCC3)cc2)c1	0	1	-7	-4	0.62	-7	0.6	-0.5	7	106
CCOC(=O)c1c(N)sc(N)c1C(=O)OCC	20	1.1	-5	-7	1.6	30	-0.3	-0.6	-30	105
Nc1nc2c(Cl)cc(Cl)cc2s1	-2	1	2	1	1.2	2	-1.0	-0.3	-2	114
Cc1ccc(C(C)C)c(OCc2ccc(-c3nnco3)cc2)c1	2	1.1	-3	-6	1	-4	-0.1	-0.3	4	100
Cc1c(C(=O)NCc2cccs2)oc2ccc(S(=O)(=O)N3CCOCC3)cc12	-4	1.1	-4	-6	0.34	5	-1.9	-0.3	-5	102
NC(=O)c1ccc(NC(=O)COC(=O)CCC(=O)c2ccc(Cl)cc2)cc1	-2	1.1	-3	-6	1.1	14	-1.5	-0.2	-14	103
COc1ccc(NC(=O)c2cc3c(s2)CCC3)cc1S(=O)(=O)N1CCOCC1	2	1	-5	-5	0.84	.	0.2	-0.3	.	99
O=C(CCn1c(=S)[nH]c2ccccc2c1=O)NCC1CCCO1 (stereo unspecified)	-2	1	-3	-4	0.9	6	1.6	-0.5	-6	99
COC(=O)c1cn(CCOc2ccccc2)c2ccccc12	-26	1	4	-1	1.9	28	-6.5	-0.3	-28	117
Cc1ccc(C(=O)N(c2c(C)n(C)n(-c3ccccc3)c2=O)C(C)C)cc1	-4	1	0	-2	0.98	-7	0.1	-0.2	7	98
COC(=O)c1cc(NC(=O)C2COc3ccccc3O2)ccc1Cl (stereo unspecified)	-21	1.1	0	-6	1.2	43	2.4	0.3	-43	93
CCOCCOC(=O)C(C)Oc1ccc(Oc2nc(Cl)ccc2Cl)cc1 (stereo unspecified)	5	1	2	-5	1	27	0.0	-0.4	-26	92
CC(C)OCCCNC(=O)NC(=O)c1ccc(Cl)cc1	0	1.1	0	-7	1.3	-1	-0.9	0.4	1	95
COC(=O)Nc1nnc(-c2ccccc2Cl)s1	-2	0.4	2	55*	2.4	53	0.9	0.4	-53	127
Cc1ccc(OCCCN2CCCC2)c(C)c1	-4	1.1	-4	-7	1.2	5	0.1	-0.2	-5	95
COc1ccc(OC)c(NC(=O)CN(Cc2ccccc2)S(C)(=O)=O)c1	5	1	3	-1	1	-22	-0.5	-0.1	22	98
OCCNC1=NCCN1	0	1.1	3	-7	1.2	-9	0.0	-0.3	9	101
CC(C)(C)C(=O)Nc1ccc(-c2nc3ccccc3c(=O)o2)cc1	10	0	0	96*	0.27	12	-1.2	-0.1	-12	61
O=C(CN1CCN(c2ccc(Cl)cc2)CC1)Nc1ccc(F)cc1	-1	1	2	-2	1.1	13	1.3	-0.1	-13	110
O=c1[nH]c(/C=C/c2cccnc2)c([N+](=O)[O-])c(=O)[nH]1	1	1	-7	-5	1.1	2	-1.7	-0.4	-2	116
O=C1CC(SC2=NCCS2)C(=O)N1c1ccc(Cl)cc1 (stereo unspecified)	9	1.1	-3	-7	0.94	-16	-0.7	-0.3	16	102
C=CCSc1nnc(-c2cc3c(-c4ccccc4)nn(C)c3s2)n1C	4	1	-1	0	0.48	12	2.7	-0.4	-12	101
CCN(CC)c1nc(=S)nc(NC(C)(C)C)[nH]1	7	1	-4	0	1.2	12	-4.3	-0.1	-12	97
Cc1cc(NC(=O)c2c(-c3ccccc3Cl)noc2C)no1	7	1	-3	-3	0.66	-1	-1.5	-0.4	1	96
Cc1ccc(S(=O)(=O)CCC(=O)OCC(=O)c2ccc(C)c(C)c2)cc1	4	1	0	-1	1.1	-14	-0.3	-0.5	14	101
CC(=O)N1CCN(C(=S)Nc2ccc(SC(F)F)cc2)CC1	0	1	-1	-4	0.98	14	0.2	-0.1	-14	98
Going on with the list:
SMILES	G6PDH counter	FLuc stim CS	HMGR II inh	FLuc inhib CS	NF-kB expr up	APP 5'UTR act	DTT redox prof	Hsp70 act	APP transl inh	STAT1 activator
CCCc1[nH]nc2c1C(c1ccc(OC(=O)N3CCOCC3)c(OC)c1)C(C#N)=C(N)O2 (stereo unspecified)	-9	1	1	-3	1.6	4	-0.3	-0.2	-4	103
Cc1nc(-c2ccc(NC(=O)c3ccccc3)cc2)cs1	13	0.1	-6	88*	7.5*	184*	-0.4	-0.6	-184	72
CCN(CC)S(=O)(=O)c1ccc(S(=O)(=O)N2CCN(CCC#N)CC2)cc1	40	1	-6	-2	1	5	-1.9	-0.3	-5	92
COc1ccc(CC(=O)NNC(=O)CSc2nc(C)c(C)c(=O)[nH]2)cc1	1	1	2	-5	1.1	5	-0.8	-0.2	-5	105
CCCN(CCC)S(=O)(=O)c1ccc(C(=O)Nc2c(C)n(C)n(-c3ccccc3)c2=O)cc1	-1	1	1	0	1	-9	-1.1	0.0	9	92
CCCOc1ccc(/C=N\NC(=O)CCc2n[nH]c(=O)[nH]c2=O)cc1OC	1	1	-6	-2	0.96	-1	-0.5	0.8	1	96
CCOC(=O)C1(CC2CCCCO2)CCN(S(=O)(=O)c2cc(C)cs2)CC1 (stereo unspecified)	21	1	-2	0	1	-9	0.0	0.0	9	92
COc1ccc(CCNCC(O)Cn2c3ccccc3c3ccccc32)cc1OC (stereo unspecified)	-2	1.1	-2	-7	0.68	6	-0.5	0.0	-6	109
O=S(=O)(c1ccc(F)c(Cl)c1)N1CCCC1	23	1	-9	-3	1.1	4	0.6	-0.4	-4	95

No enrichment for hits; any-hit rate near 5.3%.
